# WT yeast gro inh = growth inhibition of WT yeast, mitochondrial fusion screen; mitochondrial fusion phenotypic screen, WT strain; inhibition, % at 10 µM; 2.1% of 190,000 active; in the data active means inhibition above about 58%; tested in S. cerevisiae
# XIAP antagonists = XIAP antagonists, biochemical, IAP family, fluorescence polarization (AID 1018); XIAP BIR domain, fluorescence polarization peptide displacement; higher % means a stronger effect; displacement, % at 20 µM, or IC50 in µM where a hit was titrated; 0.007% of 200,000 active; in the data active means displacement above about 50%; further: a part of the inactive calls stands beside numbers as strong as those of hits
# PMI inhibition = human PMI inhibitors, high substrate, primary screen, biochemical, fluorescence intensity, high mannose 6-phosphate (AID 1220); 0.66% of 190,000 active; inhibition, % at 20 µM; hits with a dose series show IC50 in µM; recombinant PMI enzyme, coupled fluorescence intensity; higher % means a stronger effect
# PhoP inhibition = PhoP-dependent GFP reporter repression – Salmonella Typhimurium, primary screen (AID 1863); S. Typhimurium PhoP-regulated promoter GFP reporter, 4 h; higher % means a stronger effect; 0.16% of 300,000 active; inhibition, % at 50 µM; hits with a dose series show IC50 in µM;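 active means inhibition over 29.93%, a cutoff 3 SD above the screen mean, later confirmed by dose response; inconclusive means inhibition over 29.93% but no dose response follow-up; inactive means inhibition at most 29.93% or unconfirmed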;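 further: 0% = low Mg2+ inducing control and 100% = high Mg2+ repressing control; strong numbers were not always called active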
# Siah-1 displacement = Siah-1 peptide-binding antagonists, primary screen, biochemical, fluorescence polarization, rhodamine-plectin, uHTS (AID 1817); Siah-1 / rhodamine-plectin peptide fluorescence polarization; higher % means a stronger effect; 0.02% of 290,000 active; one-dose displacement, % at 20 µM; IC50 in µM for titrated hits;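 active means displacement of at least 50% at 20 µM, with a fluorescence ratio check between 0.3 and a set limit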;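 further: plate controls were Siah plus tracer with DMSO for no effect and tracer alone without Siah for full effect; strong numbers were not always called active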
# human PMI inhibition = inhibitors of human PMI, primary screen, biochemical, fluorescence intensity, coupled assay (AID 1209) | purified PMI enzyme, coupled fluorescence intensity; higher % means a stronger effect | one-dose inhibition, % at 20 µM; IC50 in µM for titrated hits | 0.42% of 190,000 active;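 further: plate controls were DMSO vehicle for no effect and wells lacking substrate for full effect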
# TNAP activators = human TNAP enzyme activators, primary screen, biochemical, luminescent, no phosphate acceptor, uHTS (AID 1001); 0.03% of 200,000 active; purified TNAP, luminescent activation assay, no phosphate acceptor; higher activation fold means a stronger effect; one-dose activation fold at 20 µM; EC50 in µM for titrated hits; in the data active means activation fold from about 3, or a potency from the dose series; inactive means the rest, 99 in 100 with activation fold below about 1.6; further: many of its hits are not listed in these tables
# RSV CPE inhibition = RSV antiviral activity via CPE protection, HEp-2 cells, primary 10 µM value included (AID 2391); HEp-2 cells, RSV-induced CPE inhibition; higher % means a stronger effect; one-dose CPE inhibition, % at 10 µM; IC50 in µM for titrated hits; 0.13% of 310,000 active; in the data active means a potency from the dose series; inconclusive means CPE inhibition mostly from about 23% at the one dose, without a potency; inactive means the rest, 99 in 100 with CPE inhibition below about 21%; further: strong numbers were not always called active
# Myeloid diff 2 = myeloid differentiation induction. 1% of 360,000 active. ER-HoxA9 myeloid progenitors, lysozyme-GFP differentiation, flow cytometry. AID 624256. calls only at 10 µM;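 active means normalized GFP-positive differentiation at or above the plate's own cutoff, the solvent-only control mean plus 3 SD; inconclusive means no clear call, values can overlap the other calls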;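 further: cells exposed to compound for four days before flow analysis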
# WT yeast gro inh mutant strain = also measured in WT yeast gro inh; calls as there; inhibition, %; mitochondrial fusion phenotypic screen, mutant strain inhibition
# Myeloid diff 2 GFP+ MAC1+ % = further read-out of Myeloid diff 2, marked with its call; GFP+ MAC1+ double positive, %; measured here: differentiation confirmed by MAC1 staining
# * = called active by the depositor; i = inactive; u = inconclusive; x = no result given; + = active, no number. Unless noted, no stated cut-off is given here; in the data, active means inhibition above about 50%; inactive means the rest. Rows were taken by chance. Share with any hit: about 3.1%.
item	Molecule	WT yeast gro inh	WT yeast gro inh mutant strain	XIAP antagonists	PMI inhibition	PhoP inhibition	Siah-1 displacement	human PMI inhibition	TNAP activators	RSV CPE inhibition	Myeloid diff 2	Myeloid diff 2 GFP+ MAC1+ %
1	COc1ccc2c(c1)CC/C(=C\C=C\c1ccccc1)C2=O	2.5	-15.7	1.6%	52.8%*	5.7%	10.4%	13.3%	1.1	11.0%	i	0.4
2	CN(C)S(=O)(=O)c1ccc(C(=O)NCc2nnc(SCC(=O)Nc3ccc(F)cc3)n2-c2ccc(F)cc2)cc1	-19.4	0.4	-2.2%	11.0%	-4.7%	2.4%	20.8%	1	1.4%	i	0.1
3	Cc1ccccc1NC(=O)c1ocnc1C	-4.0	0.9	6.1%	-4.8%	-4.1%	23.4%	-10.4%	1.1	0.9%	i	3.0
4	COc1ccc(NC(=O)c2ccccc2CC[N+](=O)[O-])cc1	1.9	1.4	-4.6%	7.6%	-0.5%	-0.7%	-0.4%	1.1	-0.1%	i	0.3
5	CCOC(=O)c1c(C)[nH]c(C)c1C(=O)COC(=O)c1c(OC)cccc1OC	-7.6	-10.4	-3.8%	-0.9%	9.7%	-7.2%	-1.1%	1.1	2.0%	i	0.3
6	CCOc1ccc(CN2CCN(Cc3ccsc3)C(CCO)C2)cc1CO (stereo unspecified)	12.5	1.3	-5.1%	3.9%	7.7%	-3.4%	8.0%	1	2.0%	i	0.7
7	CCc1c(C)nc2ncnn2c1N1CCCC(C(=O)NCc2ccco2)C1 (stereo unspecified)	20.8	21.2	-2.4%	5.0%	-7.5%	1.3%	4.3%	1.1	0.5%	i	10.5
8	N#Cc1ccc(-c2cccnc2)nc1SCc1ccc(Cl)cc1Cl	37.7	-6.5	-10.5%	14.3%	4.8%	2.8%	9.2%	1	-2.0%	i	0.9
9	C/C(=C\C(=O)O)C(=O)Nc1nccs1	-9.1	15.2	-1.4%	-6.1%	0.1%	-2.7%	-3.3%	1.1	0.5%	i	0.4
10	Cc1ccc2oc(C(=O)N3CCC(N4CCSCC4)CC3)c(C)c2c1	x	x	x	x	-5.6%	1.8%	x	x	-1.2%	i	0.9
11	CC1CCN(CC(=O)NCCc2ccc(F)cc2)CC1	-9.4	4.7	-5.3%	11.0%	x	8.1%	8.6%	1.1	-0.2%	i	0.3
12	Cc1ccc(OCCN(C)C)c([N+](=O)[O-])c1	-32.4	-19.4	-3.9%	-13.4%	-2.7%	11.6%	-8.2%	1.1	1.2%	i	0.6
13	COc1ccc(Nc2nc(N3CCOCC3)nc(N3CCOCC3)n2)cc1	x	x	x	x	4.7%	-2.3%	x	x	2.5%	i	0.1
14	CCNC(=O)c1ccc(C23CC4CC(CC(C4)C2)C3)o1	5.1	24.1	-1.0%	-0.4%	-1.0%	1.8%	4.6%	1.1	3.5%	i	0.0
15	Cc1cc(C)c(C(=O)NNC(=O)c2cccnc2)c(C)c1	x	x	x	x	2.1%	-5.6%	x	x	2.2%	i	0.7
16	CCOc1ccc(NC(=O)CC(c2ccccc2)c2ccc(F)cc2)cc1 (stereo unspecified)	-5.5	-12.7	-11.5%	13.3%	14.0%	2.4%	26.1%	1	4.0%	i	0.4
17	COC(=O)CCC(=O)NNC(=O)c1cccc(Cl)c1	4.1	12.8	-4.3%	4.5%	0.3%	-4.3%	1.5%	1.1	0.8%	i	2.0
18	Cc1cc2nc(Sc3c([N+](=O)[O-])nc(C)n3Cc3ccccc3)[nH]c2cc1C	27.8	12.5	-20.0%	-2.6%	12.3%	-6.5%	2.2%	1.1	19.2%	i	0.6
19	CC(C)CC(=O)Nc1nc2ccc(S(C)(=O)=O)cc2s1	-14.7	-1.9	-2.1%	-4.0%	-1.5%	8.7%	1.4%	1	1.8%	i	0.2
20	O=C(CCNS(=O)(=O)c1ccccc1)N1CCCCCC1	x	x	x	x	6.9%	-1.3%	x	x	0.0%	i	1.5
21	CC(=N)C1=C(O)CC(C)(C)CC1=O	7.1	0.6	-4.1%	0.4%	9.4%	-1.8%	1.5%	1.1	3.7%	i	0.6
22	COc1ccc(NC(=O)COc2ccc(Br)cc2)c(OC)c1	x	x	x	x	1.2%	0.2%	x	x	1.1%	i	0.3
23	COc1ccc(C(=O)NNC(=O)CSc2nnc(-c3cccnc3)o2)cc1	1.8	-6.6	-7.8%	x	x	-1.2%	x	1.3	0.3%	i	0.2
24	CCOC(=O)c1ccc(N=C2SC(C(=O)NC)CC(=O)N2Cc2ccc(F)cc2)cc1 (stereo unspecified)	-1.8	-0.2	0.7%	-6.3%	5.5%	0.5%	-9.6%	1.1	-0.1%	i	0.2
25	Cc1cc(=O)[nH]c(SCC(=O)NCc2ccc3c(c2)OCO3)n1	x	x	x	x	3.9%	1.3%	x	x	0.5%	u	x
26	Cc1cc(=O)[nH]c(SCC(=O)NCCOc2ccccc2)n1	2.1	-11.0	-5.3%	3.2%	-1.8%	-3.6%	0.9%	1	2.4%	i	9.7
27	CCCCCCCCOC(=O)CCn1[nH]c(=O)c2ccccc2c1=O	79.6*	79.1*	-4.3%	6.7%	4.6%	0.9%	8.9%	1.1	3.6%	i	1.7
28	COc1cc(CC(=O)OCC(=O)N2CCCCC2C)cc(OC)c1OC (stereo unspecified)	x	x	x	x	-1.3%	6.1%	x	x	0.7%	i	0.2
29	COc1ccc(CC(=S)N2CCOCC2)cc1OC	-13.6	0.1	-2.2%	-5.8%	0.9%	0.4%	-3.1%	1.1	4.2%	i	0.2
30	CCOC(=O)c1c(Cc2cccc(Cl)c2)c[nH]c1C	1.4	-0.5	-6.4%	0.6%	19.8%	-5.3%	8.7%	1.1	4.4%	i	0.1

# Next compounds
item	Molecule	WT yeast gro inh	WT yeast gro inh mutant strain	XIAP antagonists	PMI inhibition	PhoP inhibition	Siah-1 displacement	human PMI inhibition	TNAP activators	RSV CPE inhibition	Myeloid diff 2	Myeloid diff 2 GFP+ MAC1+ %
31	CCN(CC)c1nc2n(c(=O)n1)CCO2	2.9	-11.8	-5.8%	7.1%	35.7%	-1.4%	16.4%	1	2.0%	i	0.8
32	CCOCc1c(C(=O)OCC(=O)Nc2ccc(C)c(S(=O)(=O)N(C)C)c2)oc2ccccc12	-3.2	-9.3	-7.1%	12.0%	1.6%	6.3%	21.5%	1	2.0%	i	0.3
33	COCCCn1c(Cc2csc(Nc3cccc(Cl)c3)n2)nnc1SCC(=O)OC	-11.1	-2.9	-1.2%	4.8%	-7.3%	-1.7%	-3.4%	1.1	0.3%	i	1.5
34	CCN(CC)C(=O)C1CCN(S(=O)(=O)c2ccc3c(c2)CCCN3C(=O)C2CCC2)CC1	x	x	x	x	-10.6%	12.0%	x	x	21.0%	i	6.0
35	C=CCNC(=O)c1oc2ccc(S(=O)(=O)N(CC)CC)cc2c1C	-5.7	4.6	-5.6%	-1.8%	5.8%	-5.9%	2.9%	1.1	x	i	0.3
36	O=C(O)c1ccccc1NS(=O)(=O)c1cccc(-n2sc3ccccc3c2=O)c1	x	x	x	x	-4.3%	-3.5%	x	x	-0.1%	i	3.3
37	N#Cc1ccc(CN2CCN(C(=O)Cn3nc(C(N)=O)c4ccccc4c3=O)CC2)cc1	x	x	x	x	4.6%	11.9%	x	x	3.5%	i	0.6
38	COc1ccc(CNC(=O)c2cc(=O)c3ccccc3o2)cc1	x	x	x	x	0.1%	-1.2%	x	x	6.4%	i	0.7
39	FC(F)(F)c1ccc(NC(=S)NC2CCCCC2)cc1	50.8	34.3	-2.7%	-6.7%	-5.6%	5.2%	-2.6%	1.1	0.3%	+	19.0*
40	COc1ccc2c(c1)sc(=N)n2C	4.1	4.5	-6.9%	9.4%	-11.7%	-0.1%	15.9%	1	0.7%	i	0.5
41	CCOc1cc2c(cc1OCC)C(C(=O)O)C(c1ccc(OC)c(O)c1)N(C)C2=O (stereo unspecified)	-18.9	-8.7	-4.0%	28.1%	-5.7%	-6.0%	8.3%	1.1	2.2%	i	1.3
42	COc1ccc(C(=O)c2ccc(N3CCN(C(=O)c4ccc(F)cc4)CC3)c(F)c2)cc1Br	43.4	26.8	-3.9%	9.3%	-7.3%	0.7%	9.9%	1.1	11.5%	i	0.9
43	CCn1c(SCC(=O)NNC(=O)c2ccccc2)nnc1-c1ccco1	1.2	-5.1	-5.6%	6.0%	-8.9%	-3.7%	3.8%	1.4	1.7%	i	0.7
44	CCn1c(SCC(=O)NC2CCCCC2C)nnc1-c1ccc(OC)cc1 (stereo unspecified)	-22.4	4.9	-3.4%	-4.6%	-16.7%	-3.7%	-10.0%	1	1.1%	i	2.7
45	COc1ccc2c(c1OC)C(=O)OC2c1c(O)nc(SC)n(-c2ccccc2)c1=O (stereo unspecified)	10.0	13.8	0.9%	-0.4%	2.2%	-4.6%	2.1%	1.1	-0.1%	i	0.7
46	CCC(C(=O)Nc1ccccc1C(=O)N1CCCC1)N1C(=O)c2ccccc2C1=O (stereo unspecified)	-7.4	1.5	-9.2%	-3.3%	0.5%	-5.5%	5.5%	1.1	0.1%	i	5.8
47	Cc1nc(CCNC(=O)CC2C(=O)NCCN2CC(C)(C)C)nc2c1CCC2 (stereo unspecified)	x	x	x	x	-0.4%	-0.7%	x	x	1.0%	i	4.7
48	CC(C)c1ccc(NC(=O)C(c2ccccc2)N2CCN(C=O)CC2)cc1 (stereo unspecified)	7.3	9.9	-5.0%	-7.5%	-1.1%	-3.7%	-1.7%	1.1	1.6%	i	1.0
49	Cc1cc(C)cc(Oc2ccccc2CO)c1	-6.1	-9.6	-5.0%	7.0%	-9.4%	7.1%	12.1%	1.1	x	x	x
50	CCOC(=O)C(NCc1ccco1)(NC(=O)c1ccc(OC)cc1)C(F)(F)F (stereo unspecified)	5.3	-8.9	2.1%	1.8%	6.0%	2.8%	0.9%	1.1	2.1%	i	0.3
51	COc1ccc(OC)c(CC(NC(C)=O)C(=O)NC2CCN(S(=O)(=O)c3ccc(NC(C)=O)cc3)CC2)c1 (stereo unspecified)	x	x	x	x	2.2%	2.6%	x	x	1.6%	i	0.4
52	Cc1nc2c(sc3nc(N4CCOCC4)c4c(c32)CC(C)(C)OC4)c(-c2ccccc2)c1C(=O)O	x	x	x	x	-9.5%	1.9%	x	x	u	i	0.5
53	COc1ccc(C(=O)N2CCN(C(=O)C3COc4ccccc4O3)CC2)cc1 (stereo unspecified)	x	x	x	x	-0.2%	-0.6%	x	x	2.4%	i	2.1
54	O=C(NCc1cccnc1)/C(=C/c1ccco1)NC(=O)c1ccccc1	-0.2	-3.9	1.1%	8.6%	-2.1%	3.4%	2.1%	1.1	4.9%	i	1.0
55	COc1cc(S(=O)(=O)NC2CCCCC2)ccc1Cl	13.8	14.0	3.2%	1.5%	2.6%	7.0%	2.0%	1.1	3.5%	i	1.3
56	Cn1cnc([N+](=O)[O-])c1S(=O)(=O)c1cccc(Cl)c1	28.8	21.9	-9.2%	-6.0%	22.5%	-2.6%	-9.5%	1	-1.1%	u	x
57	O=C(CNC(=O)c1ccccc1Br)N/N=C/c1cc(Br)ccc1O	-2.6	-7.7	-2.2%	-19.3%	5.4%	8.7%	-6.2%	0.9	7.8%	i	1.2

# Screens from PubChem BioAssay.
